# NCOA2 inhibitor: human SRC2 (NCOA2) inhibition | 370,000 tested, 0.17% active | HEK293 GAL4-SRC2 luciferase reporter, luminescence | inhibition, % at 9 µM | Q15596;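 active = inhibition above the mean inhibition of all tested compounds plus 3 SD, set per campaign, cut at about 52% in these data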;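 also: 0% = DMSO treated cells and 100% = cells given Gossypol at 36 µM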
# TROY NFkB inh: TROY signaling inhibition; 360,000 tested, 0.98% active; AID 1347056; inhibition, % at 10 µM; Q293 LMP1-TROYcd NF-kB luciferase reporter, 4 h;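 active = compounds whose plate-normalised and pattern-corrected inhibition of the luciferase reporter signal at the single screening dose is 50% or more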
# Vif inh: inhibitors of HIV Vif; HEK293T cells, Vif self-association by quenched fluorescence, imaging, 24 h; inhibition, % at 7.49 µM; 340,000 tested, 0.35% active; in the data active = inhibition above about 50%, passing the limit was not always enough; inconclusive = no clear call, values can overlap the other calls; inactive = below about 31%; also: some results filed as inactive read as strong as hits
# NOD2 RIPK2 PPI: blocks binding of human NOD2 to RIPK2. O43353. CHO BLA complementation NOD2-RIPK2, CCF4 ratio. inhibition, % at 4.98 µM. 360,000 tested, 0.38% active. AID 624267; in the data active = inhibition above about 21%;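 also: 0% = vehicle only and 100% = reference blocker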
# NR2F2 inh: inhibitors of human COUP-TFII (NR2F2); HEK293T NGFI-A luciferase reporter, luminescence; inhibition, % at 8.6 µM; 370,000 tested, 0.7% active; AID 686940;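 active = inhibition above a per-plate cutoff, mean inhibition of test wells between control levels plus 3 SD, cut at about 38% in these data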;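 also: cells cotransfected with COUP-TFII expression vector driving the NGFI-A reporter; 0% = median of COUP-TF2 test wells and 100% = reporter-only cells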
# Target sequence (P24468 whole entry, looked up): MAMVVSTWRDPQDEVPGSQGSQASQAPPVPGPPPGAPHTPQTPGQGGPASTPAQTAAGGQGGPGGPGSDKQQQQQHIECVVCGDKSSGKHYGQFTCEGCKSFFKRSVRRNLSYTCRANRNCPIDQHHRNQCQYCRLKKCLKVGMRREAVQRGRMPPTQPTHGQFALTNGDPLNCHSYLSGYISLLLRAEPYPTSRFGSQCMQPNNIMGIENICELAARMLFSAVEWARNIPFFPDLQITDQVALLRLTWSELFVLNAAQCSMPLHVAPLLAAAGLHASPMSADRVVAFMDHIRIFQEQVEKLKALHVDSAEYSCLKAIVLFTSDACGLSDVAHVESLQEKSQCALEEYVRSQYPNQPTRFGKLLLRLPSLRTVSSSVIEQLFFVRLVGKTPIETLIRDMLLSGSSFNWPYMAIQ
# SRC1 inh: inhibits human SRC1 coactivator. Q15788. AID 588354. 360,000 tested, 0.12% active. HEK293 GAL4-SRC1 luciferase reporter, luminescence. inhibition, % at 3.6 µM;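 active = inhibition above the campaign mean plus 3 SD, with each screening campaign given its own cutoff, cut at about 60% in these data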;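 also: 0% = DMSO treated cells and 100% = gossypol at 36 µM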
# TLR9-MyD88 block: blocks human TLR9 binding to MyD88. Q9NR96+Q99836. CHO BLA complementation TLR9-MyD88, CCF4 FRET ratio. inhibition, % at 4.98 µM. 340,000 tested, 0.21% active;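 active = inhibition above the mean over all tested compounds plus 3 SD, cut at about 21% in these data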;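 also: 0% = DMSO only wells and 100% = clavulanate BLA inhibitor control wells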
# NCOA3 inh: human NCOA3 inhibition; Q9Y6Q9; HEK293 GAL4-SRC3 luciferase reporter, luminescence; inhibition, % at 3.6 µM; 360,000 tested, 0.17% active;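 active = inhibition above a per-campaign cutoff, the mean of all compounds plus 3 SD, cut at about 60% in these data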;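 also: 0% = DMSO-treated cells and 100% = gossypol-treated cells at 36 µM; higher means less SRC3-driven luciferase light from the GAL4 reporter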
# NR5A2 inv ag: NR5A2 inverse agonism in reporter assay; 360,000 tested, 0.13% active; AID 602396; O00482; inhibition, % at 3.6 µM; HEK293T StAR-luciferase reporter, LRH-1 transfected, 24 h;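 active = inhibition above the mean inhibition of all tested compounds plus 3 SD, cut at about 73% in these data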;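 also: 0% = DMSO wells and 100% = reporter-only cells lacking LRH-1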
# Target sequence (O00482 whole entry, looked up): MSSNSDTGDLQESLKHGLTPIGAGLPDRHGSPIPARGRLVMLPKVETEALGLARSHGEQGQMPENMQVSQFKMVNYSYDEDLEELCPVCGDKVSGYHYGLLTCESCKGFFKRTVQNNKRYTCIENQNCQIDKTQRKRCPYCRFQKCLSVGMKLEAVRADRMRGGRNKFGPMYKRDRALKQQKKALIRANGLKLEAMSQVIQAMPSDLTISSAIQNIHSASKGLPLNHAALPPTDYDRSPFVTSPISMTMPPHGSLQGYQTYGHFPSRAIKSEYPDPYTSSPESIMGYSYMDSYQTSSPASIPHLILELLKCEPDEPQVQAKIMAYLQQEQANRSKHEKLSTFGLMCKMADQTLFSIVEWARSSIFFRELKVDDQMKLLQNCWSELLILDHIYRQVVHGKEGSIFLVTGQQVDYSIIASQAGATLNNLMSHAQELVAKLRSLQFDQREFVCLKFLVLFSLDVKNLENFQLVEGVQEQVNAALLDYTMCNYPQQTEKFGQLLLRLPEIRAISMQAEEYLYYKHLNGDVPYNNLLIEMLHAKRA
# TRAIL sens C8: caspase-8 TRAIL sensitization; NB7+C8 cells + TRAIL, ATPlite viability luminescence; inhibition (viability loss, TRAIL sensitization), % at 10 µM; 360,000 tested, 1% active; AID 624354;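 active = compounds causing at least 50% loss of cell viability in the single-dose screen, relative to plate controls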
# EBV LMP1 NFkB: inhibitors of Epstein-Barr LMP1-induced NF-kappaB reporter; LMP1-induced NF-kappaB luciferase reporter cells, luminescence; inhibition, % at 12.5 µM; 350,000 tested, 0.69% active; AID 504558; in the data active = inhibition above about 41%; inconclusive = no clear call, values can overlap the other calls;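 also: 0% = neutral control wells and 100% = reference inhibitor control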
# * = called active by the depositor; ? = inconclusive; nt = no result given. This is a subset (hit frequency here may not be typical).
SMILES,NCOA2 inhibitor,TROY NFkB inh,Vif inh,NOD2 RIPK2 PPI,NR2F2 inh,SRC1 inh,TLR9-MyD88 block,NCOA3 inh,NR5A2 inv ag,TRAIL sens C8,EBV LMP1 NFkB
O=C(Nc1nc2ccccc2n1CCN1CCCCC1)c1ccco1,-34,-17,2,-5,-20,0,-6,-8,7,11,-1
CC1CN(c2ncnc3c2c(-c2ccccc2)cn3-c2ccc(F)cc2)CC(C)O1 (centres undefined),-37,35,-4,2,-14,-33,5,12,4,21,2
O=C(C=Cc1ccco1)c1ccc([N+](=O)[O-])cc1,-26,0,29,-4,6,7,2,-22,8,-10,2
CCCCCC(=O)Nc1cccc(C2=NOC3(C2)C[C@H](C(N)=O)N(C(=O)COc2ccc(Cl)cc2)C3)c1 (some centres undefined),-1,17,-2,-6,17,1,-1,-8,2,38,6
O=c1nc2cccc3c2=c(/c1=C(\O)c1ccccc1)c1ccccc1c3=O,1,7,-4,-12,16,2,-19,0,9,-2,10
Cc1noc(C)c1CSCC(=O)Nc1nc2ccc(S(C)(=O)=O)cc2s1,-25,2,4,8,0,-3,9,-12,32,-9,3
CC(C)(C)n1cnc2cc(NS(=O)(=O)c3ccc(Br)cc3)ccc21,1,15,2,-12,15,4,-2,7,11,5,3
CC(=O)Nc1ccc(S(=O)(=O)N2CCSC2C(=O)O)cc1 (centres undefined),-25,-4,5,1,-8,-10,6,7,18,-62,0
Cc1ccn2c(c1)nc(=O)c1cc(S(=O)(=O)N3CCOCC3)ccc12,-13,6,4,-10,-10,8,-4,1,11,10,6
COc1ccccc1NC(=O)c1ccc(CS(=O)(=O)c2ccc(C)cc2)cc1,0,11,7,0,-2,-4,6,-8,-15,6,1
CC1Cc2ccccc2N1C(=O)CSc1nnc(-c2ccc(S(=O)(=O)N3CCOCC3)cc2)n1C (centres undefined),21,13,-1,-3,10,-5,-23,-2,-8,0,4
O=C(CC1CS(=O)(=O)CC1CC(=O)Oc1ccccc1F)Oc1ccccc1F (centres undefined),-6,-8,-2,-11,1,-15,-2,4,-15,5,5
Cc1ccc(CNc2ncnc3ccc(-c4ccc(CO)o4)cc23)o1,-25,-8,nt,-2,-21,26,nt,10,3,7,nt
NC(=O)CC(NC(=O)c1ccccc1)c1ccc(NC2CCC2)c([N+](=O)[O-])c1 (centres undefined),-15,10,nt,-7,-16,1,0,-2,11,-14,9
Cc1cc(OCC(=O)N2CCC(C(N)=O)CC2)c2c(C)c(C)c(=O)oc2c1,nt,-8,-5,1,nt,-3,-1,-13,3,1,2
COc1ccc2c3c1O[C@H]1C[C@@H](O)C=C[C@@]31CCN(C)C2,-2,-3,-2,-7,-4,2,-6,2,7,0,11
COc1ccccc1CCNC(=O)C(=O)NCCC1CCCCN1S(=O)(=O)c1cccs1 (centres undefined),0,11,-2,3,-2,3,6,6,10,16,-4
O=C(COc1ccc(Nc2ccccc2)cc1)Nc1ccncc1,14,13,-7,-3,48*,11,1,-5,43,34,8
O=C(CSc1nnc(CNC(=O)c2ccc(F)cc2)o1)Nc1ccc2c(c1)OCO2,-14,8,nt,-4,-4,4,-12,14,16,7,-5
COCCCNC(=O)/C(C#N)=c1\s/c(=C\c2ccccc2OC(F)F)c(=O)n1CCCOC,10,18,2,0,-2,13,-11,-13,6,19,1
CCC(C)c1ccc(OCC(=O)NNC(=O)C2CCCCC2)cc1 (centres undefined),-18,15,6,-9,6,-14,-3,10,7,-21,2
Cc1c(NC(=O)CSc2ccc3ccccc3n2)c(=O)n(-c2ccccc2)n1C,9,6,-4,5,11,-10,-6,-9,6,-9,0
COc1ccc(F)cc1S(=O)(=O)Nc1cccc(C(=O)O)c1,-7,8,6,2,-2,2,0,11,10,-2,-2
CCN1C(=O)C(CC(=O)Nc2ccc(OC)cc2)N(Cc2ccc3c(c2)OCO3)C1=S (centres undefined),-24,-2,17,-1,-10,3,0,5,30,5,4
COc1ccccc1C(C)NC(=O)CCNC(=O)c1ccc(Cl)cc1 (centres undefined),3,-5,-5,-10,8,-1,1,3,10,-1,3

# Retrieved by structure from the list above (2):
SMILES,NCOA2 inhibitor,TROY NFkB inh,Vif inh,NOD2 RIPK2 PPI,NR2F2 inh,SRC1 inh,TLR9-MyD88 block,NCOA3 inh,NR5A2 inv ag,TRAIL sens C8,EBV LMP1 NFkB
CCC(C)c1ccc(OCC(=O)NNC(=O)C2CCCCC2)cc1 (centres undefined),-18,15,6,-9,6,-14,-3,10,7,-21,2
CCCCCC(=O)Nc1cccc(C2=NOC3(C2)C[C@H](C(N)=O)N(C(=O)COc2ccc(Cl)cc2)C3)c1 (some centres undefined),-1,17,-2,-6,17,1,-1,-8,2,38,6

# (more compounds)
SMILES,NCOA2 inhibitor,TROY NFkB inh,Vif inh,NOD2 RIPK2 PPI,NR2F2 inh,SRC1 inh,TLR9-MyD88 block,NCOA3 inh,NR5A2 inv ag,TRAIL sens C8,EBV LMP1 NFkB
CCOc1cccc(N(C(=O)CCC(=O)Nc2cc(C)on2)C(C(=O)NC(C)(C)C)c2ccc(OC)cc2)c1 (centres undefined),11,-10,-7,-3,13,-1,1,8,4,10,10
CCCCCN(C(=O)CCC(=O)OCC(=O)N(CC)C1CCCCC1)c1c(N)n(CCCC)c(=O)[nH]c1=O,11,1,-3,3,10,-13,-4,-16,-11,-12,-10
CCS(=O)(=O)N1CCN(c2ncnc3sc(C)c(C)c23)CC1,-3,-2,7,-5,-3,-56,-17,19,3,-10,4
CCOc1ccc(N2C(=O)CC(N3CCc4ccccc43)C2=O)cc1 (centres undefined),-7,-16,81*,6,-9,-16,1,-17,4,4,-2
Cc1nn(Cc2ccccc2)c(Cl)c1C(=O)OC(C)C#N (centres undefined),-1,8,-6,-3,14,-2,-1,12,-8,0,-1
COc1ccc(-n2cc(-c3ccc(Br)cc3)[nH]c2=S)cc1,-1,-26,7,-6,-5,1,3,-9,-14,3,-17
O=C(c1ccco1)N1CCN(C(=O)c2ccco2)C1=S,12,27,-2,-14,12,10,-9,22,-7,25,-5
O=C(Cn1c(NCCO)nc2ccccc21)Nc1cccc(S(=O)(=O)N2CCCC2)c1,-7,10,-13,-10,14,6,-9,13,-4,-3,40
CCNc1nc(Cl)nc(NC2CCCCC2)n1,-21,-8,1,0,-6,-72,0,-18,-6,-12,-7
O=C(Nc1cccc(-c2nnc(-c3ccco3)o2)c1)c1ccccc1,3,7,-5,-3,14,-18,nt,12,-6,9,1
O=C(CCN1C(=O)S/C(=C/c2ccc(F)cc2)C1=O)Nc1ccc(O)c(C(=O)O)c1,19,-3,16,-10,10,-11,6,3,-14,2,1
Cc1oc2cc(Br)c(O)c(Br)c2c1C(=O)c1ccccc1,-6,-32,16,-6,-26,-1,-1,0,-4,3,-4
O=[N+]([O-])CC(=Nc1ccc(Cl)cc1)N/N=C\c1oc(O)c2ccccc12,-20,-27,2,9,0,-27,3,-26,-14,1,-6
COc1ccccc1N1C(=O)S/C(=C\c2ccc(C)s2)C1=O,-39,-24,?,1,-31,-35,-4,-83,-18,6,-34
O=C(COC(=O)c1cc(S(=O)(=O)N2CCOCC2)ccc1Cl)NCCc1ccccc1,17,-19,23,-3,-22,-5,6,13,-2,-2,-3
Cc1cc(C)cc(OCC(=O)Nc2ccc3c(c2)OCCO3)c1,-2,-37,-5,-12,-10,-9,0,-6,-10,-3,-11
CCOc1cccc(C(=O)NC(=S)Nc2cccnc2)c1,-29,-32,-2,-7,-11,-17,3,-8,-44,15,0
COc1ccc(-n2c(-c3ccc(Br)cc3)n[nH]c2=S)cc1,11,0,3,-1,10,-6,-1,-4,17,-11,-3
CCCCN1C[C@H](COC(=O)CCC)Oc2cccc(F)c2S1(=O)=O,4,-5,-4,4,7,8,-18,6,12,-14,1
Cc1ccc(C)c(NC(=O)CSc2nc(N)c(NC(=O)c3cccs3)c(=O)[nH]2)c1,13,6,6,-8,19,-2,-15,-3,12,-4,0
O=C(NCc1ccccc1Cl)c1ccc(Br)o1,-48,0,2,-3,6,-8,-1,1,6,-17,-14
COc1ccccc1C(CNC(=O)CCNC(=O)c1ccccc1Cl)N1CCCC1 (centres undefined),1,-11,3,-1,11,-17,-3,1,13,-11,-7
CCn1cc([N+](=O)[O-])c(C(=O)Nc2nc(-c3ccc(C)cc3)c(C)s2)n1,nt,13,1,-4,nt,15,-8,-5,19,0,9
O=C1C(Cl)=C(NCCCN2CCOCC2)C(=O)N1CCc1ccccc1,-7,-3,-3,-7,-19,-31,5,-12,-20,-4,-11
CC(C)NC(=O)NC(=O)COc1ncnc2sccc12,8,-1,0,-5,3,-15,5,-5,-17,-5,-11

# The results go on:
SMILES,NCOA2 inhibitor,TROY NFkB inh,Vif inh,NOD2 RIPK2 PPI,NR2F2 inh,SRC1 inh,TLR9-MyD88 block,NCOA3 inh,NR5A2 inv ag,TRAIL sens C8,EBV LMP1 NFkB
O=S(=O)(c1ccc(F)cc1)N1CCN(c2nc(-c3ccc(F)cc3)cs2)CC1,1,0,14,7,-1,15,-9,16,3,22,-62
COc1ccc(NC(=O)CON=CC(=O)Nc2ccc(C)cc2)c(OC)c1,-2,-7,-2,6,-5,-10,3,14,10,6,-5
O=C(CN(C(=O)Cn1nnc(-c2ccccc2F)n1)c1cnc2ccccc2c1)NCC1CCCO1 (centres undefined),5,-2,25,3,20,-7,6,-12,0,-6,5
Cc1ccc(-n2c(C)nc3c(cnn3-c3ccc(C)c(C)c3)c2=O)cc1C,-30,-18,-7,-3,-1,-46,3,-67,-61,11,-10
COc1cccc(CNC(=O)CCS(=O)(=O)c2ccc3c(c2)NC(=O)CS3)c1,13,-10,4,-11,6,-15,7,10,7,10,1
Cc1ccc(CNC(=O)Cn2nnc3ccccc3c2=O)cc1,-15,-38,0,-2,-3,-38,-6,16,-10,-6,-5
Cc1ccc(C)c(NC(=O)Cn2nc(C(F)(F)F)cc2C2CC2)c1,2,11,-10,-3,-5,13,-9,13,-2,-22,-4
CCn1c(=S)sc2c(=O)n(CC(=O)Nc3cccc(Cl)c3)c(C)nc21,10,48,-5,-5,0,17,-14,-16,-1,-8,5
COc1ccccc1CNC(=O)c1cccc(NC(=O)c2ccccc2)c1,8,7,2,-4,5,-3,10,3,-8,0,-3
Fc1ccc(NC(=S)N/N=C/c2ccc(F)c(F)c2)cc1,-13,-43,-2,-9,-30,-50,-4,-32,-57,-16,-2
CCOC(=O)C1=C(CN2CCN(C(=O)c3ccco3)CC2)NC(=O)NC1c1ccc(OC(C)C)cc1 (centres undefined),-10,4,-4,-3,4,6,0,-32,-3,8,3
C=CCN(C(=O)c1csnn1)C(C(=O)NCc1ccccc1)c1ccccc1F (centres undefined),7,-3,-2,-6,2,-18,-1,3,12,5,-4
O=C(CSc1nncs1)NC(=O)NCc1ccco1,-14,5,0,1,4,-17,-4,4,-4,6,-3
O=C(O)CCc1ccc(-c2ccccc2)n1CC1CCCO1 (centres undefined),-17,-5,-6,-7,-1,-5,2,2,12,-13,-2
O=C(O)C1(Cc2nc3ccccc3[nH]2)CCCC1,4,-17,4,-2,1,-47,-13,-3,19,-9,1
CCN(CC(=O)NCc1cccs1)c1ccc(S(=O)(=O)N2CCOCC2)cn1,-14,-7,2,9,-8,3,-5,-17,0,-21,3
COc1ccc(C2/C(=C(\O)c3ccc4c(c3)OCCO4)C(=O)C(=O)N2Cc2cccnc2)cc1OC (centres undefined),-28,-19,-5,1,4,14,5,1,-7,-10,-2

# Screens (PubChem BioAssay)
